# From PubChem
# Growth percent in the NCI-60 one-dose screen (48 h, 10 µM unless noted): 100 = growth as untreated, 0 = no growth, -100 = all killed.
# HL-60(TB): HL-60(TB) leukemia cells. 78,000 tested, 9% active. AID 1794776; active means growth percent below 10
# The depositor's hits bear a star; & = joins results of further samples.
compound	HL-60(TB)
Cc1ccc(Cl)c(-n2c(SCC(=O)Nc3ccc(S(=O)(=O)Nc4nccc(C)n4)cc3)nc3ccccc3c2=O)c1	118
Cc1ccc(S(=O)(=O)Nn2c3c(cc(-c4nc5ccccc5s4)c2=O)CCCC3)cc1	98
Nc1nc2nc(-c3cccc(Nc4ccnc5cc(Cl)ccc45)c3)cc(-c3ccc(Cl)cc3)c2c(=O)[nH]1	95
Cc1c(C(=O)NC(Cc2ccccc2)C(O)C(=O)NCCc2ccccc2)[nH]c2ccccc2c1=O (stereo unspecified)	93
O=C(/C=C\c1ccc(O)cc1)c1ccccc1	72
O=C(c1ccccc1)c1ccc[n+](Cc2c(Cl)cccc2Cl)c1	86
CCO[Si](OCC)(c1ccccc1)c1ccccc1	104
N#CCCN(CCC#N)Cc1cc(Cl)cc(Cl)c1O	105
COc1ccc(C(=O)C/C(=C/c2ccc(-c3ccc(Cl)cc3)o2)C(=O)NCc2ccc(F)cc2)cc1	86
COc1cc([N+](=O)[O-])c(N)c([N+](=O)[O-])c1	104
CC(C)c1ccc(CSc2nc(SCc3ccc4sccc4c3)nc(=O)[nH]2)cc1	81
CC1(C)S[C@@H]2[C@H](NC(=O)[C@H](NC(=O)N3CCNC3=O)c3ccccc3)C(=O)N2C1C(=O)O (stereo partly specified)	128
N#CC[n+]1ccc2ccccc2c1	97
COc1cc(/C=C/C(=O)/C=C(/C=C/c2ccc(OC(C)=O)c(OC)c2)OB(F)F)ccc1OC(C)=O	4.0*
O=C(CCN1C(=O)/C(=C/c2ccc(O)cc2)SC1=S)Nc1ccccc1O	69
Nc1c(-c2ccc3c(c2)OCCO3)oc2ccc(Cl)cc2c1=O	100
Cc1ccc2c(-c3nnc(N)o3)cc(=O)oc2c1	100
COc1ccc(C(=O)/C=C/c2ccc(OCc3ccc(F)cc3)c(OC)c2)cc1OC	-5.6*
CC(=O)OC[C@H]1O[C@@H](OC(C)=O)[C@H](N2C(C(C)=O)=NN(c3ccc(Br)cc3)C2c2ccc(C)cc2)[C@@H](OC(C)=O)[C@@H]1OC(C)=O (stereo partly specified)	14
CCN(CC)CCOC(=O)c1ccc(NC(=O)CN(CC)CC)cc1	96
COc1cc2c(cc1OC)[C@@H]1Cc3ccc(OC)c(OC)c3CN1CC2	96
COc1ccc(C2=NN(C(=O)c3ccc(S(N)(=O)=O)cc3)C(c3ccccc3)C2)c(OC)c1 (stereo unspecified)	102
O=C(Nc1cccc(C(F)(F)F)c1)c1cncc(C#Cc2cnc3ccc(N4CCOCC4)nn23)c1	-33*
CC(=O)Nc1ccc(S(=O)(=O)NC2(c3ccccc3)C(=O)N(C)C(=O)N(C)C2=O)cc1	101
CC1=C(CO)C2=C(C)C3(CC3)[C@@](C)(O)C(=O)C2=C1	-33*
C/C=C/c1ccc(O)c(OC)c1	99
COc1cc(C(=O)/C=C/c2c(C(F)(F)F)nc3ccccn23)cc(OC)c1OC	-10.0*
NNc1nc2nc(N)nc(N)n2n1	94
Cc1nc(N)nc(N)c1-c1ccccc1	70
O=[N+]([O-])c1nccn1C1OC(CO)C(O)C1O (stereo unspecified)	109
CNC(=O)Nc1ccc(-c2nc(N3CCOCC3)nc3c2cnn3C2CCOCC2)cc1	11
CC1(C)CC(Nc2nc3sc4c(c3c(=O)[nH]2)CCCC4)CC(C)(C)N1	106

# Two entries from above in another layout.
NNc1nc2nc(N)nc(N)n2n1
- HL-60(TB) = 94

Cc1nc(N)nc(N)c1-c1ccccc1
- HL-60(TB) = 70

# Following part
compound	HL-60(TB)
Cc1cc(C2=NN(C(=O)C3CCC3)C(c3ccc[nH]3)C2)ccc1-n1ccc(C(F)(F)F)n1 (stereo unspecified)	99
Cc1nn(-c2ccccc2)c(/N=C/N(C)C)c1/C=C/C(=O)c1ccc(Cl)cc1	76
O=C(Nn1c2c(sc1=NCc1ccccc1)C(=O)c1ccccc1C2=O)c1cc2ccc1CCc1ccc(cc1)CC2	27
CCCCCCCCCCCCCCn1cc(C2=C(c3coc4ccc(OC)cc34)C(=O)NC2=O)c2ccccc21	129
C#C[C@]1(O)CC[C@H]2[C@@H]3CC=C4c5nc(N)sc5CC[C@]4(C)[C@H]3CC[C@@]21C	87
COc1cccc(Nc2nc(N)nc(CN3CC(C)CC(C)C3)n2)c1 (stereo unspecified)	100
CNC(C)(C)Cc1ccc(Cl)cc1	96
O=C(O)c1cc(N2CCCCC2)ccn1	89
COc1ccc(-c2cc(-c3ccc(Nc4nc(Nc5ccccc5)nc(Nc5ccc(Cl)cc5)n4)cc3)nc(N)c2C#N)cc1	33
COc1cc(C2CC(c3cc(OC)c(OC)c(OC)c3)=NN2C(C)=O)ccc1OCc1ccccc1 (stereo unspecified)	22
CC1(C)CC(=O)c2c(ccc(C(=O)C[C@@H]3COC(C)(C)N3)c2N)O1	76
CCC(O)CN(C)Cc1cc2c(c3ccccc13)CCCC2 (stereo unspecified)	81
CC(C)=CCC/C(C)=C/CSc1nnc(-c2c(C)nc3ccc(Br)cn23)o1	88
CC(c1ccccc1)N1C(=O)CSC1=S (stereo unspecified)	-41*
Cc1ccc2c(CSc3nc(-c4ccc(Cl)cc4)c(C#N)c(=O)[nH]3)cc(=O)oc2c1	107
Cc1c(Cn2cc(COc3ccc(C#N)cc3)nn2)c(C)c(Cn2cc(COc3ccc(C#N)cc3)nn2)c(C)c1Cn1cc(COc2ccc(C#N)cc2)nn1	106

# Gathered by group: those above with sulfur
compound	HL-60(TB)
Cc1ccc(Cl)c(-n2c(SCC(=O)Nc3ccc(S(=O)(=O)Nc4nccc(C)n4)cc3)nc3ccccc3c2=O)c1	118
Cc1ccc(S(=O)(=O)Nn2c3c(cc(-c4nc5ccccc5s4)c2=O)CCCC3)cc1	98
CC(C)c1ccc(CSc2nc(SCc3ccc4sccc4c3)nc(=O)[nH]2)cc1	81
CC1(C)S[C@@H]2[C@H](NC(=O)[C@H](NC(=O)N3CCNC3=O)c3ccccc3)C(=O)N2C1C(=O)O (stereo partly specified)	128
O=C(CCN1C(=O)/C(=C/c2ccc(O)cc2)SC1=S)Nc1ccccc1O	69
COc1ccc(C2=NN(C(=O)c3ccc(S(N)(=O)=O)cc3)C(c3ccccc3)C2)c(OC)c1 (stereo unspecified)	102
CC(=O)Nc1ccc(S(=O)(=O)NC2(c3ccccc3)C(=O)N(C)C(=O)N(C)C2=O)cc1	101
CC1(C)CC(Nc2nc3sc4c(c3c(=O)[nH]2)CCCC4)CC(C)(C)N1	106
O=C(Nn1c2c(sc1=NCc1ccccc1)C(=O)c1ccccc1C2=O)c1cc2ccc1CCc1ccc(cc1)CC2	27
C#C[C@]1(O)CC[C@H]2[C@@H]3CC=C4c5nc(N)sc5CC[C@]4(C)[C@H]3CC[C@@]21C	87
CC(C)=CCC/C(C)=C/CSc1nnc(-c2c(C)nc3ccc(Br)cn23)o1	88
CC(c1ccccc1)N1C(=O)CSC1=S (stereo unspecified)	-41*
Cc1ccc2c(CSc3nc(-c4ccc(Cl)cc4)c(C#N)c(=O)[nH]3)cc(=O)oc2c1	107

# The list continues:
compound	HL-60(TB)
Cn1c(N)c(N=Cc2ccccc2)c(=O)n(C)c1=O	86
CSc1nc2nc3c(c(-c4ccccc4)c2c(=O)n1C)CCC/C3=C\c1ccccc1	99
Nc1nc2c(ncn2[C@@H]2O[C@H](C(=O)O)[C@@H](O)[C@H]2O)c(=O)[nH]1	103
CCCC(C)SP(=S)(SC(C)CCC)SC(C)CCC (stereo unspecified)	106
CCCCCCNC(=O)Oc1ccc(/C(=C(/C)c2ccccc2)c2ccc(OCCN3CCCC3)cc2)cc1	64
CCCCC[C@@H]1C/C=C(\C)[C@@H](O)C(C)(C)C(=O)[C@@H](C)/C=C(\C)[C@@H]2C[C@H](O)C[C@](O)(CC(=O)O1)O2	12
CC(O)c1cccc(/C(N)=N/C(N)=N/c2nc3ccccc3s2)c1 (stereo unspecified)	84
Cc1cc(C(NC(=O)CCCCCNc2cccc3c2C(=O)N(C2CCC(=O)NC2=O)C3=O)c2ccc3c(c2)OC(F)(F)O3)c(O)c2ncccc12 (stereo unspecified)	20
Cc1cc2c(C(=O)OC(C)C)nn(Cc3ccccc3)c2cc1C	102
CC(=O)c1c(/C=C/c2ccc(C)cc2)c2ccccc2[nH]c1=O	99
Cn1cnc2cc(CN3CCC(OCc4ccc(F)c(F)c4)CC3)ccc21	74
COc1ccc(Nc2ncc(I)c(NCCCNC(=O)C3CCC3)n2)cc1	-38*
CC1(C)CC(=O)c2c(nn(-c3ccccc3)c2-c2cn(-c3ccccc3)nc2-c2cccs2)C1	91
O=C(NNC(=O)OCc1ccccc1)OCc1ccccc1	82
Cc1sc2nc(/C(C#N)=C(\O)c3ccc(F)cc3)[nH]c(=O)c2c1C	95
C[C@@H]1C(=O)O[C@H]2[C@H]1CC/C(Cn1cc(-c3cc(C(F)(F)F)cc(C(F)(F)F)c3)nn1)=C\CC[C@@]1(C)O[C@@H]21	98
O=C(Nc1ccc(S(=O)(=O)NC2CCCCCC2)cc1)C(c1ccccc1)S(=O)(=O)c1ccc(F)cc1 (stereo unspecified)	-12*
COc1cc2c(cc1C)NC(=O)/C2=C\c1c[nH]c2cc(C)c(OC)cc12	71
CCOC(=O)C1=C(C(=O)OCC)N(c2c(C)cccc2C)C(N)=C(C#N)C1c1cc(=O)[nH]c2ccccc12 (stereo unspecified)	88
Cc1cccnc1N	107
CCCCC(C(=O)O)N1C(=O)CSC1=S (stereo unspecified)	97
CNCCOC(=O)c1ccccc1	105
COc1ccc(/C=C2\COc3ccc(O)cc3C2=O)c(OC)c1	11
COc1cc(CNS(=O)(=O)c2ccc(C)cc2)ccc1OCc1cn(-c2ccccc2Cl)nn1	101

# Next structures:
SMILES	HL-60(TB)
Cc1cc(Cl)ccc1N=C(N)N	118
C=C(C[n+]1ccccc1)[C@@H]1CC[C@]2(C(=O)O)CC[C@]3(C)[C@H](CC[C@@H]4[C@@]5(C)CC[C@H](OC(C)=O)C(C)(C)[C@@H]5CC[C@]43C)[C@@H]12	100
COc1ccc2c(CSc3nc(-c4ccc(Cl)cc4)c(C#N)c(=O)[nH]3)cc(=O)oc2c1	104
CC(C)NC(=O)c1ccc(C(C)C)cc1	95
Cc1cc(=O)oc2cc(OCc3cn(CC(O)CO)nn3)ccc12 (stereo unspecified)	110
Cc1cc(C2=NNC(c3ccc[nH]3)C2)ccc1-n1ccc(C(F)(F)F)n1 (stereo unspecified)	49
CC(=O)c1c(C)[nH]c(-c2nc3ccc(N4CCN(C)CC4)cc3[nH]2)c1-c1ccccc1	4.9*
Cc1ccc2n[nH]nc2c1	108
CC(/C=N/Nc1ccc([N+](=O)[O-])cn1)=C\c1ccccc1	93
Cc1ccc2c(c1)/C(=C/c1sc(=S)[nH]c1O)C(C(=O)O)=N2	105
O=C(NNC(=O)c1ccc([N+](=O)[O-])cc1)c1ccc([N+](=O)[O-])cc1	88
CC(C)(C)c1ccc(OP(=O)(Oc2ccccc2)Oc2ccc(C(C)(C)C)cc2)cc1	95
CCOC(=O)c1cnn2c(-c3ccc(Cl)cc3)nc(NC(C)C)nc12	65
O=C1CC(c2ccc(Cl)cc2)Nc2ccccc21 (stereo unspecified)	70
C=C(C)C1(CCCC)C(=O)NC(=S)NC1=O	97&79
O=C(/C=C/c1ccco1)c1cccc([N+](=O)[O-])c1	108
COc1cc(-c2cnc3nonc3n2)ccc1O	78
Cc1cccc(C)c1NC(=O)CSC(=S)N1CCN(CCOCCO)CC1	89
O=c1cc(NNC(=S)Nc2ccccc2)c2cc(Cl)ccc2[nH]1	97
O=S(=O)(Nc1ccc(-c2nc(-c3cccc(OCCN4CCOCC4)c3)c(-c3ccnc(Br)c3)[nH]2)cc1)c1ccccc1	-2.0*
COc1ccc2cc(C3=NN(C(N)=S)[C@@H](c4ccc(OC)c(OC)c4)C3)ccc2c1	76
COc1ccc(-c2nn(-c3ccccc3)cc2/C=C/C(=O)OCc2cn(-c3ccc(F)c(Cl)c3)nn2)cc1	83
C=C1C(=O)O[C@H]2[C@H]1CC/C(Cn1cc(CNCCc3c[nH]c4ccc(Cl)cc34)nn1)=C\CC[C@@]1(C)O[C@@H]21	-55*
CC(C)(C)C1Sc2nc3ccccc3n2C1=O (stereo unspecified)	99
COc1ccc(Nc2ncc(OC)c(NCCCNC(=O)C3CCC3)n2)cc1	108
O=NN(CC(=O)N/N=C\c1cccc([N+](=O)[O-])c1)CC(=O)N/N=C/c1cccc([N+](=O)[O-])c1	95
Cc1cc(N2CCN(C)CC2)nc(N(CCNc2ccnc3cc(Cl)ccc23)Cc2ccco2)n1	8.3*
N#Cc1c(-c2ccc(Cl)cc2)c(C#N)c2c(C#N)c(N)nn2c1N	86
Cc1cc(=O)oc2cc(OCCCOc3ccc(/C=C/C(=O)Nc4cccc(Cl)c4)cc3)ccc12	98
CCOC(=O)N(Cc1ccccc1)c1ccccc1	108
CC(C)=C1CCC(C)C/C1=N/NC(=O)c1ccncc1 (stereo unspecified)	94
c1ccc(NNc2ccc3ccccc3n2)cc1	103
CCCCCCc1coc2c(O)c(O)ccc2c1=O	60
O=C(Cn1cc(COn2nnc3ccccc32)nn1)Nc1ccc(F)cc1	91
CN(C=O)c1ccc(N(C)C=O)cc1	99
C[C@@H]1CN(c2ccc3ncc(C#Cc4cncc(C(=O)Nc5ccc(CN6CCN(C)CC6)c(C(F)(F)F)c5)c4)n3n2)C[C@@H](C)O1	-54*
CCOC(=O)Cc1cnn(C)c1NC(C)=O	103
COc1cccc(-c2nc3sc(-c4c[nH]c5ccccc45)nn3c2C=O)c1	99
Nc1cccc2c1Cc1cc([N+](=O)[O-])ccc1-2	86
NC(=O)NCCc1ccccc1	93
CC12CCC(/C(=C/O)C1=O)C2(C)C (stereo unspecified)	103
COC(=O)c1ccccc1[N+](=O)[O-]	102
C=C(CNCCNCCN)[C@@H]1CC[C@]2(COC(C)=O)CC[C@]3(C)[C@H](CC[C@@H]4[C@@]5(C)CCCNC(C)(C)[C@@H]5CC[C@]43C)[C@@H]12	64
O=C1CCCCC1Nc1ccc(Cl)cc1 (stereo unspecified)	101
N#Cc1c(-c2cccc(Cl)c2)cc(-c2cccc(F)c2)[nH]c1=O	-58*
COc1cc(CNc2oc(-c3ccccc3)c(-c3ccccc3)c2C#N)cc(CN2CCN(C)CC2)c1O	76
Cc1c(Cl)ccc2c(C(=O)Cl)cc(-c3ccccc3)nc12	89
O=c1cc(-c2ccccc2)[nH]n1-c1nc2ccccc2[nH]1	11
O=S1(=O)N=C2N3C=C(C(F)(F)F)C=C(Cl)C3=NN2c2ccncc21	69
COc1ccc([I+]c2ccc(OC)cc2)cc1	24&59
CNc1nc(Cl)ncc1C	108

# An excerpt; the hit share may differ from the screen's.
